Screens: PubChem, National Center for Advancing Translational Sciences (NCATS)
TbPYK inhibitor – qHTS of Trypanosoma Brucei Inhibitors; pyruvate kinase (Trypanosoma brucei), Q57TT1; TbPYK enzyme, Kinase-Glo Plus ATP luminescence, 45 min; Potency, µM (doses to about 76.8 µM), for inactives: top-dose activity, negative = inhibition, most hits filed as inhibitors; 410,000 tested, 0.12% active; AID 624173, 2012; also: potency is read from the fitted curve at half-maximal effect; nearly all actives have a fitted effect of over 50% in size
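Assay buffer: 50 mM TEA pH 7.2, 100 mM KCl, 10 mM MgCl2, 0.05% BSA, 0.01% Tween-20. Pyruvate kinase from T. brucei plus substrate met compound, then ADP (130 uM final). Luminescence was read post 45 min RT.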
Sm TGR inh – qHTS Assay for the Inhibitors of Schistosoma Mansoni Peroxiredoxins. purified TGR, DTNB reduction, TNB absorbance 405 nm. Potency, µM (series often up to 114 µM), inactives show top-dose activity change, negative = inhibition, actives largely listed as inhibitors. 360,000 tested, 3% active. AID 485364, 2010; also: potency is read from the fitted curve at half-maximal effect; nearly all actives have a fitted effect of over 60% in size
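Kinetic colorimetric format: TGR-catalysed, NADPH-driven DTNB reduction monitored via TNB absorbance. Enzyme dispensed at 20 nM; compound exposure 15 min at room temperature before reaction start.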
AmpC detergent – qHTS Inhibitors of AmpC Beta-Lactamase (assay with detergent) | AmpC hydrolysis of nitrocefin, absorbance 480 nm, 0.01% Triton | 370,000 tested, 0.041% active | AID 485294, 2010 | Potency, µM (highest dose often 114 µM), for inactives: at the top dose activity change, negative = inhibition, actives largely listed as inhibitors;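 also: potency is read from the fitted curve at half-maximal effect; 0% = no-compound wells and -100% = no-enzyme wells; nearly all actives have a fitted effect of over 25% in size; some results filed as inactive show a strong effect at the top dose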
Target sequence (P00811 whole entry, looked up): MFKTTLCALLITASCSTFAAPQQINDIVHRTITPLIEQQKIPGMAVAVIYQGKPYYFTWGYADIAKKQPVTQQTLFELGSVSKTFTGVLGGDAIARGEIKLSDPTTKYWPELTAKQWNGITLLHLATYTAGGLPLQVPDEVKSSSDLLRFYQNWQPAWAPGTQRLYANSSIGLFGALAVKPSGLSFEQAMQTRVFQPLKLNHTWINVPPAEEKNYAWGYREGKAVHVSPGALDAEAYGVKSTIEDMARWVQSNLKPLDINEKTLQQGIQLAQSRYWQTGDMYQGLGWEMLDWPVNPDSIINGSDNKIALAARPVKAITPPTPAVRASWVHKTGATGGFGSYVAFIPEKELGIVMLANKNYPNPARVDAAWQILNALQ
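AmpC (5.3 nM in the dispensed reagent) in 20 mM phosphate pH 7.0 with 0.01% (detergent screen) or 0.0001% Triton X-100 was preincubated with compounds for 15 min at room temperature. Nitrocefin was then added from an 800 uM solution, and hydrolysis was followed at 480 nm.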
AMA1 RON2 block – qHTS for Inhibitors of AMA1-RON; Towards Development of Antimalarial Drug Lead: Primary Screen; AID 720542, 2013; Plasmodium falciparum AMA1 (3D7) - RON2 peptide interaction; Potency, µM (titrated, usually from 58.2 µM), inactives show at the top dose activity change, negative = inhibition, most hits filed as inhibitors; 360,000 tested, 0.2% active; AlphaScreen AMA1-biotinylated RON2 peptide binding;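 also: potency is read from the fitted curve at half-maximal effect; 0% = vehicle wells and -100% = peptide control; nearly all actives have a fitted effect of over 45% in size; some results filed as inactive show a strong effect at the top dose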
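AMA1 (3D7) with his tag at 25 nM final met compounds first, then biotinylated RON2 peptide at 25 nM; detection used donor plus acceptor beads, 10 µg/mL apiece, read by AlphaScreen after 30 min at room temperature.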
HCMV antiviral – qHTS Assay for inhibitors of the human cytomegalovirus (HCMV); 410,000 tested, 4.5% active; HFF cells, HCMV-luciferase reporter, 72 h; active compounds read low; activity change, negative = inhibition, % at 57.5 µM; in the data active = activity change below about -60%; inconclusive = no clear call, values can overlap the other calls; inactive = above about -39%
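Compounds were evaluated in HFFs infected with an HCMV luciferase reporter virus (MOI 1 PFU/cell). Luciferase in lysates collected 72 h post infection served as the replication measure.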
AmpC inh no detg – qHTS Inhibitors of AmpC Beta-Lactamase (assay without detergent); P00811; AmpC nitrocefin hydrolysis, absorbance 480 nm, 0.0001% Triton; Potency, µM (doses to about 57.1 µM), without a hit: top-dose activity change, negative = inhibition, hits mostly inhibitors; 330,000 tested, 0.52% active; AID 485341, 2010;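 also: potency is read from the fitted curve at half-maximal effect; plate controls were no compound for no effect and no enzyme for full effect; nearly all actives have a fitted effect of over 20% in size; some results filed as inactive show a strong effect at the top dose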
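20 mM phosphate pH 7.0 + 0.01% (detergent screen) or 0.0001% Triton X-100; 5.3 nM AmpC reagent; cpd preinc 15 min RT; nitrocefin (800 uM stock) to start; A480 q20 s × 4 min; Activity was normalised to no-enzyme and no-compound control wells.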
LmPK inhibitor – qHTS Assay for Inhibitors of Leishmania Mexicana Pyruvate Kinase (LmPK) | Q27686 | purified LmPK, Kinase-Glo ATP luminescence, 1 h | Potency, µM (titrated, usually from 57.5 µM), for inactives: at the highest dose activity change, negative = inhibition, hits mostly inhibitors | 290,000 tested, 0.37% active | AID 1721, 2009; also: potency is read from the fitted curve at half-maximal effect
Target sequence (Q27686 whole entry, looked up): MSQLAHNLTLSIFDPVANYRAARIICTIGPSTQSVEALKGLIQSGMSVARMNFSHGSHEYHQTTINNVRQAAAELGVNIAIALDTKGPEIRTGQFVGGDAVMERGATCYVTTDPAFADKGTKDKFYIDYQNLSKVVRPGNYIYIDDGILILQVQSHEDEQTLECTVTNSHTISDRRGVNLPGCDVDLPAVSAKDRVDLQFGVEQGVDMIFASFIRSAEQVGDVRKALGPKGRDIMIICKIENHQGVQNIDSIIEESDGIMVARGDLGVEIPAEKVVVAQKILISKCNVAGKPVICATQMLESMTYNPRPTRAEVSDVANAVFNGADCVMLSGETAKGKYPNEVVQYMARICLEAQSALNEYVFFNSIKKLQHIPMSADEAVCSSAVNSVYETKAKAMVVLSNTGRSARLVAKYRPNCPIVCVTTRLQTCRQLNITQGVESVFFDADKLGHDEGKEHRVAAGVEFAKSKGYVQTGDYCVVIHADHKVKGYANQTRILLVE
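Screened at intermediate enzyme activity to detect both inhibitors and activators: LmPK at 0.1 nM, with a 0.5 nM enzyme column as activation reference. PEP 0.5 mM, ADP 0.1 mM; ATP detected by luminescence after 1 h.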
* hit, by the source's call; ? = inconclusive; . = no result given; [ ] = another dose, or the depositor's remark. Unless noted, calls follow the shape of the dose curve; as a rule, active = well fitted curve in the direction sought with a large enough effect; inconclusive = small, poorly fitted or top-dose-only effect, or another doubt; inactive = no such curve, though single readings can be large; an effect the other way counts as inactive or inconclusive. Unless noted, % is scaled to controls: 0 for no effect and ±100 for the full control effect.

Short keys – A = TbPYK inhibitor; B = Sm TGR inh; C = AmpC detergent; D = AMA1 RON2 block; E = HCMV antiviral; F = AmpC inh no detg; G = LmPK inhibitor
Cn1c(=O)n(C)c2cc(NS(=O)(=O)c3ccccc3)c(NCc3ccccc3)cc21
  A: -8% | B: -8% | C: -3% | D: . | E: -1 | F: . | G: .

COCCN(CC(=O)Nc1ccccc1C(F)(F)F)C(=O)/C=C/c1cc(Cl)c2c(c1)OCCO2
  A: 1% | B: . | C: . | D: 28%[11.6 µM] | E: -12 | F: . | G: .

CCCCn1c(N)c(N(CC(C)C)C(=O)c2cc(Cl)nc3ccccc23)c(=O)[nH]c1=O
  A: -6% | B: -2% | C: 0% | D: 2% | E: -36 | F: -14% | G: .

COC(=O)c1ccc(/C=N/NC(=O)C(=O)NCc2ccccc2)cc1
  A: 0% | B: 7% | C: -7% | D: 25% | E: 7 | F: 5% | G: 5%

CCOc1ccc(-c2nnc(SCC(=O)c3ccc(Br)cc3)n2-c2ccccc2)cc1
  A: -7% | B: ? | C: -3% | D: . | E: -7 | F: . | G: .

Cc1cccc(-n2c(-c3ccc([N+](=O)[O-])cc3)nc3ccccc3c2=O)c1
  A: 0% | B: -15% | C: -6% | D: 6% | E: ? | F: -24% | G: 1%

CCOc1ccc(-n2c(SCC(=O)O)nc3sc4c(c3c2=O)CCCC4)cc1
  A: -4% | B: 0% | C: 0% | D: 38%[activator] | E: -10 | F: -23% | G: -4%

Cc1ccc(S(=O)(=O)Nc2ccc3c(c2)CCCN3C(=O)c2cccs2)cc1C
  A: -8% | B: ? | C: 0% | D: . | E: ? | F: . | G: .

CC(C)N(C(=O)[C@H]1C[C@H](CC(=O)NCc2cccc(C(F)(F)F)c2)C(=O)N2CCc3c([nH]c4cc(-c5ccco5)ccc34)[C@]12C)C(C)C
  A: 3% | B: . | C: . | D: -29% | E: 0 | F: 45% | G: .

CCOC(=O)N1CCc2c(sc3c2C(=O)NC(c2ccc(N(C)C)cc2)N3)C1 (stereo not given)
  A: -5% | B: -10% | C: 13% | D: . | E: -14 | F: . | G: .

CCc1cc(=O)oc2c(CN3CCN(C)CC3)c(O)c(Cl)cc12
  A: 4% | B: -28% | C: -1% | D: 11% | E: 24 | F: -15% | G: 11%

O=C(NCc1nnnn1-c1ccc(Cl)cc1)C(=O)c1c[nH]c2ccccc12
  A: -14% | B: . | C: . | D: 8% | E: 65 | F: . | G: .

Cc1ccc(/C=N\NC(=O)Cn2nnc3ccccc32)o1
  A: -19% | B: -21% | C: -4% | D: 85%[activator] | E: 16 | F: -19% | G: 9%

O=C(Nc1cccc(OCC(=O)N2CCOCC2)c1)C1CCCCC1
  A: 4% | B: 8% | C: 3% | D: 0% | E: -5 | F: -11% | G: -10%

N#Cc1cc2c(nc1SCc1ccncc1)CCC2
  A: ? | B: -35% | C: -3% | D: 56%[activator] | E: -2 | F: -16% | G: 14%

COc1ccc(C)cc1-n1nnnc1SC(C)C(=O)NC1CCCC1 (stereo not given)
  A: 0% | B: . | C: . | D: 7% | E: ? | F: -6% | G: .

Cc1ccc(Nc2nnc(SCC(=O)Nc3ccc(S(=O)(=O)N4CCOCC4)cc3)s2)cc1
  A: -5% | B: -15% | C: -1% | D: 6% | E: 27 | F: -25% | G: 0%

COc1cc(C2C3C(=O)N(Cc4ccccc4)C(=O)C3ON2c2ccccc2)cc(OC)c1O (stereo not given)
  A: 1% | B: -15% | C: ? | D: -14% | E: 47 | F: 56% | G: 0%

CCOc1ccc(CCNC(=O)c2c(C)oc3ncn(CC(C)C)c(=O)c23)cc1
  A: -2% | B: 6% | C: 19% | D: . | E: 0 | F: . | G: .

CCc1ccccc1N1C(=O)c2cccc3c(N4CCOCC4)c([N+](=O)[O-])cc(c23)C1=O
  A: -16% | B: 16% | C: 1% | D: ? | E: -22 | F: -13% | G: 1%

Nc1nc2n(n1)C(c1ccco1)CC(c1ccc(F)cc1)N2 (stereo not given)
  A: 3% | B: -10% | C: -23% | D: -10% | E: -5 | F: -5% | G: -1%

O=S(=O)(/N=S1/CC=CCN1S(=O)(=O)c1ccccc1)c1ccccc1 (stereo not given)
  A: ? | B: -32% | C: ? | D: -9% | E: . | F: -37% | G: 3%

O=C(NCCc1ccccn1)c1cccc(S(=O)(=O)N2CCc3ccccc32)c1
  A: 0% | B: 40µM* | C: -2% | D: -6% | E: 19 | F: 177%[activator] | G: 1%

Cc1cccnc1NC(=O)Cn1nc(C)c([N+](=O)[O-])c1C
  A: -6% | B: -1% | C: 3% | D: 20% | E: -1 | F: 3% | G: -6%

COc1ccccc1-n1c(-c2ccco2)n[nH]c1=S
  A: 10µM* | B: -29% | C: -8% | D: 7% | E: -12 | F: -18% | G: ?

Not a retest: entries from further up.
Short keys – A = TbPYK inhibitor; B = Sm TGR inh; C = AmpC detergent; D = AMA1 RON2 block; E = HCMV antiviral; F = AmpC inh no detg; G = LmPK inhibitor
Cn1c(=O)n(C)c2cc(NS(=O)(=O)c3ccccc3)c(NCc3ccccc3)cc21
  A: -8% | B: -8% | C: -3% | D: . | E: -1 | F: . | G: .

COCCN(CC(=O)Nc1ccccc1C(F)(F)F)C(=O)/C=C/c1cc(Cl)c2c(c1)OCCO2
  A: 1% | B: . | C: . | D: 28%[11.6 µM] | E: -12 | F: . | G: .

Next entries follow.
Short keys – A = TbPYK inhibitor; B = Sm TGR inh; C = AmpC detergent; D = AMA1 RON2 block; E = HCMV antiviral; F = AmpC inh no detg; G = LmPK inhibitor
O=C(NC(=S)Nc1ccc(Br)cc1)C1CCCCC1
  A: 7% | B: -5% | C: 1% | D: -2% | E: 78 | F: -24% | G: -9%

CC1=C(C(=O)OC(C)(C)C)C(c2ccc(Br)cc2)NC(=O)N1CCCC(=O)O (stereo not given)
  A: -3% | B: -12% | C: -11% | D: -8% | E: -18 | F: -7% | G: 1%

CCCC(=O)Nc1nc(-c2ccccc2)c(CC)s1
  A: -1% | B: . | C: 3% | D: -18% | E: -38 | F: -27% | G: 1%

Cc1ccc(CN2CC(C(=O)N(CC(C)C)c3c(N)n(Cc4ccccc4)c(=O)[nH]c3=O)CC2=O)cc1 (stereo not given)
  A: 1% | B: . | C: . | D: 7%[11.6 µM] | E: -6 | F: . | G: .

Cc1ccc2cc(-c3noc(C(C)(C)C)n3)c(=O)[nH]c2c1
  A: -7% | B: -4% | C: -12% | D: -9% | E: -15 | F: -14% | G: 0%

COc1ccc(C(=O)NCCc2nc3ccccc3[nH]2)cc1
  A: 3% | B: -6% | C: 0% | D: . | E: ? | F: . | G: .

COc1c(C)cc(C(O)c2ncc(-c3ccccc3C(F)(F)F)[nH]2)cc1C (stereo not given)
  A: -13% | B: . | C: . | D: 34%[activator] | E: -17 | F: . | G: .

COc1cc2nc(C(C)(C)C)oc(=O)c2cc1OC
  A: -2% | B: 4% | C: 0% | D: 4% | E: -3 | F: -26% | G: 2%

CN(C)c1ccc(/C=C2\Oc3ccc(C#Cc4cccc(N)c4)cc3C2=O)cc1
  A: -1% | B: . | C: . | D: 24% | E: . | F: -12% | G: .

COc1ccc(O[C@H]2C=C[C@@H](c3ccccc3)O[C@@H]2COC(=O)CC/C(C)=N/O[C@@H](C)c2cc(-c3c(C)cc(C)cc3C)no2)cc1
  A: . | B: -12% | C: ? | D: . | E: . | F: -30% | G: -3%

CCOC(=O)c1c(C)c(C(=O)NCCOC)c(C)n1CC
  A: -1% | B: -2% | C: -8% | D: 0% | E: -5 | F: -6% | G: 0%

CCOc1ccc(CCNC(=O)c2ccc(C)c(S(=O)(=O)N3CCOCC3)c2)cc1OCC
  A: -1% | B: . | C: . | D: -4%[11.6 µM] | E: -5 | F: . | G: .

CS(=O)(=O)N1CCN(c2ccc(C(=O)NC34CC5CC(CC(C5)C3)C4)cc2[N+](=O)[O-])CC1
  A: -13% | B: -13% | C: ? | D: -5% | E: -16 | F: -13% | G: -1%

CCOCC(=O)N1CCCC(C(=O)OCC)C1 (stereo not given)
  A: -13% | B: 0% | C: 3% | D: -3% | E: 18 | F: -18% | G: -2%

O=C(CSc1nncn1-c1ccccn1)Nc1ccccc1Cl
  A: 0% | B: -10% | C: -8% | D: 18% | E: ? | F: -8% | G: 4%

CC1(NC(=S)NCCCCCCNC(=S)NC2(C)CCS(=O)(=O)C2)CCS(=O)(=O)C1 (stereo not given)
  A: -5% | B: -5% | C: 0% | D: 1% | E: -3 | F: 1% | G: 5%

CCCc1cc(=O)[nH]c(SCC(=O)NC(=O)NC2CCCC2)n1
  A: 4% | B: -8% | C: 1% | D: 1%[11.6 µM] | E: ? | F: -14% | G: .

Cc1ccc(OCC(=O)Nc2ccc(-c3nc4ncccc4o3)cc2)c(C)c1
  A: -9% | B: 5% | C: -12% | D: 17% | E: -36 | F: -3% | G: -3%

CC(=O)Nc1ccc(NC(=O)CC2CCCC2)cc1
  A: -1% | B: -3% | C: 1% | D: -14% | E: -33 | F: -9% | G: 1%

O=c1c2ccccc2n(Cc2ccccc2F)c(=O)n1Cc1ccccc1F
  A: 1% | B: 0% | C: -10% | D: -3% | E: -23 | F: -28% | G: 1%

Cc1cc(=O)c2cc(NC(=O)c3ccccc3Cl)ccc2[nH]1
  A: -2% | B: -18% | C: -8% | D: 15% | E: -16 | F: -27% | G: 3%

COC(=O)c1cc(COc2cc(C)cc3oc(=O)c4c(c23)CCC4)c(C)o1
  A: . | B: 6% | C: -11% | D: . | E: . | F: -1% | G: 2%

Cc1ccc(-c2cc3c(N=O)c4ccccc4c-3n[nH]2)cc1
  A: 2% | B: -7% | C: -12% | D: -5% | E: -94* | F: -15% | G: -20%

CN(C)CCN(C(=O)c1ccc(C(=O)c2ccccc2)cc1)c1nc2cc3c(cc2s1)OCO3
  A: -8% | B: -16% | C: 3% | D: -25% | E: 50 | F: 14% | G: 3%

CCCCCC(=O)N/N=C/c1ccccc1[N+](=O)[O-]
  A: -2% | B: 0% | C: -15% | D: 5% | E: ? | F: -4%[11.4 µM] | G: -1%
